sdo1 growth – sdo1-depleted yeast growth rescue; AID 817; 140,000 tested, 0.21% active; z-score at 10 µM; S. cerevisiae sdo1-depleted JHY4D growth rescue, OD600 30 h; active compounds read high; pdr5 snq2 efflux-pump mutant strain;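 active = z-score above 3 at both the 24 hr and the 30 hr optical density reads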;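 also: z-score against mean and SD of all compound wells on the same plate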
Insulin prom inh – TRM-6 insulin promoter activity inhibition; TRM-6 cells (human fetal islet line), insulin promoter-eGFP reporter, imaging; reporter expression induced with tamoxifen; inhibition, % at 2 µM; 130,000 tested, 0.9% active;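 active = inhibition above the mean plus 3 SD, with well images judged a real hit on visual review, cut at about 60% in these data, passing the limit was not always enough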
sdo1 growth Rescue 24 h – also measured in sdo1 growth; calls as there; z-score; S. cerevisiae sdo1-depleted JHY4D growth rescue, OD600; measured here: growth rescue at 24 h;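 0 is the plate mean of compound wells and units are plate SD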
* hit, by the source's call; i = inactive; . = no result given; [ ] = another dose, or the depositor's remark. A portion of the library (hit frequency here may not be typical).

SMILES,sdo1 growth,sdo1 growth Rescue 24 h,Insulin prom inh
CCOC(=O)/C(=C\c1ccc([N+](=O)[O-])o1)NC(=O)c1ccccc1,-0.1,-0.07,0.0
Cc1nc2sc(C(c3cccs3)N3CCOCC3)c(O)n2n1 (stereo not given),0.53,0.35,.
COc1ccc(-c2cc(C(=O)NCCN3CCOCC3)c3ccccc3n2)cc1,0.98,0.17,-3.0
Cc1ccccc1-n1c(=O)c2ccccc2n2c(=O)[nH]nc12,-0.54,-1.15,56.2
CC1CC2(C)Oc3ccccc3C3OCC1(CO)C(C)C32 (stereo not given),-0.76,-0.84,13.5
Cc1ccc(/C(C#N)=C\c2cn(C)c3ccccc23)cc1,-1.6,-1.83,71.4
COc1ccc(Nc2nc(=O)[nH]nc2C)cc1,0.74,0.68,0.0
CCOC(=O)Nc1ccc(C(=O)NCC2CCCO2)cc1 (stereo not given),1.87,2.18,-24.2
O=c1nc2s/c(=C\c3ccco3)c(=O)n2nc1Cc1ccccc1,0.24,0.46,-31.4
COc1ccc(CNC(=O)c2nnn(Cc3ccc(OC)cc3)c2N)cc1,-0.66,0.54,.
Cc1ccc(N2CC(C(=O)OCc3ccccc3F)CC2=O)cc1 (stereo not given),-0.4,-0.64,41.4
O=C(COC(=O)C1CC2C=CC1C2)Nc1ccccc1 (stereo not given),-0.52,-1.13,-10.7
CCN(CC)C(=O)c1cn(CC)c(=O)c2cc(OC)c(OC)cc12,1.68,1.68,.
CCSc1c(C(=O)NC)ccc2c1C(=O)c1ccccc1C2=O,0.26,-0.89,-20.5
CC(C)(C)c1ccc(CN(Cc2ccccc2)C(c2ccccn2)c2nnnn2C(C)(C)C)cc1 (stereo not given),-0.32,-0.14,-17.9
Cn1c(=O)c2c(nc(CN3CCc4ccccc4C3)n2Cc2cccc(Cl)c2)n(C)c1=O,-2.64,-1.88,.
CCOC(=O)c1c(CCl)nc2ccccc2c1C,.,.,-17.6
O=c1oc(-c2cccs2)nc2sc3c(c12)CCCC3,-1.26,-0.8,67.7*
c1ccc(-c2nnc(SCc3cn4ccsc4n3)o2)cc1,0.36,0.17,-30.8
COc1ccccc1NC(=O)Cn1c(CN2CCCCC2)nc2ccccc2c1=O,1.3,1.64,-19.4
COc1ccnc(N2CCN(c3ccccc3)CC2)c1C#N,1.11,0.17,18.8
O=C(Nc1ccncc1)c1ccc2c(c1)C(=O)N(C1CCCCC1)C2=O,-1.24,-0.82,12.9
CSc1ccc(CN(C)CC(=O)Nc2c(F)cccc2F)cc1,.,.,8.3
COc1ccc([C@H]2[C@H](C(=O)C(C)(C)C)N3N=Cc4ccccc4C3C23C(=O)OC(C)(C)OC3=O)cc1 (stereo not given in full),-0.31,-0.8,13.3
CC(C)(C)c1ccc(C(=O)N2CCC(C(=O)NCCC3=CCCCC3)CC2)cc1,0,0.1,.
Clc1ccc(CSC2=NCCCN2)cc1Cl,-0.28,-1.2,.
O=C(CCn1c(=O)sc2ccccc21)NCCCn1ccnc1,0.61,0.2,20.0
C=C(C)CSc1nnc2n(N)c(=O)c3ccccc3n12,-0.2,-0.78,-28.6
Cc1c(C(=O)OCC(=O)N2c3ccccc3CC2C)oc2ccccc12 (stereo not given),-0.37[10.2 µM],0.55,.
CC(C)(C)C(=O)N(Cc1nc2ccccc2c(=O)[nH]1)Cc1cccs1,-0.42,0.29,-10.3

Random excerpt: two compounds from above, in no set order.
SMILES,sdo1 growth,sdo1 growth Rescue 24 h,Insulin prom inh
O=C(COC(=O)C1CC2C=CC1C2)Nc1ccccc1 (stereo not given),-0.52,-1.13,-10.7
CC1CC2(C)Oc3ccccc3C3OCC1(CO)C(C)C32 (stereo not given),-0.76,-0.84,13.5

More structures follow:
SMILES,sdo1 growth,sdo1 growth Rescue 24 h,Insulin prom inh
O=C(Nc1ccc2c(c1)OCO2)Nc1ccccn1,.,.,-66.7
COc1ccc(NC(=O)CCCN(C)S(=O)(=O)c2ccc(C)cc2)cc1,-0.12,-0.03,.
Cc1ccc(-c2noc(CN3CCOCC3)n2)cc1,-0.39,-0.51,-16.2
CC1CCCN(C(=O)C2c3ccccc3C(=O)N3CCc4ccccc4C23)C1 (stereo not given),-1.41,-1.29,.
CC(C)Oc1ccc(C(CC(=O)O)NC(=O)CSc2ncn[nH]2)cc1 (stereo not given),-0.18,-0.38,0.0
CCN1CCN(c2cc(C)c3cc(NC(=O)c4ccc5c(c4)OCO5)ccc3n2)CC1,-0.35,-1.1,.
COCCNC(=O)c1cc(-c2cccs2)on1,0.59,0.78,.
CCOC(=O)N1CCN(C(=O)c2cc(-c3ccc(OCC)cc3)nc3ccccc23)CC1,-0.57,-0.65,-328.6
COc1cccc(-c2cc(C(F)(F)F)nc(N3CCCCC3)n2)c1,0.41,0.08,.
Cn1c(Cc2cccc3ccccc23)nnc1SCC(=O)N1CCN(c2cccc(Cl)c2)CC1,-1.16,0.19,10.3
Cc1ccc(NC(=O)CN2c3cccc4cccc(c34)S2(=O)=O)cc1S(=O)(=O)N1CCOCC1,0.35,-0.16,9.4
CC(C)Cn1c(N)c(C(=O)COC(=O)c2ccc3c(c2)OCCO3)c(=O)n(C)c1=O,-0.84,-0.89,15.8
O=[N+]([O-])c1ccc(Cl)c(/C=N/n2c(COc3ccccc3)n[nH]c2=S)c1,-1.94,0,-5.6
CC(=O)c1c(C)n(CC(=O)NCc2ccc3c(c2)OCO3)c2ccccc12,-0.1,-0.24,70.6
CCCCN(C)c1ccc([N+](=O)[O-])cc1,-0.63,-1.46,9.4
CCCCn1c(SCc2ncc(-c3ccccc3)o2)nc2cc(S(N)(=O)=O)ccc21,-0.45,-0.49,.
CCCOc1ccc(C(CC(=O)O)NC(=O)c2ccc3c(c2)OCO3)cc1 (stereo not given),0.34,0.26,-7.1
Cc1cc(C)c[n+](C(C)C(=O)c2ccc(-c3ccccc3)cc2)c1 (stereo not given),-0.33,-1.17,26.7
Cc1ccc(C)c(OCC(O)CN2CCCCC2C)c1 (stereo not given),-0.11,0.11,.
CC[N+]1=C(C)C(C)(C)c2cc(C)ccc21,.,.,-488.2
Cc1cc(O)ccc1-c1cnc2ccccc2n1,0.58,-0.07,.
Cc1ccc(NC2CC(=O)N(c3ccc(N4CCCCC4)cc3)C2=O)cc1 (stereo not given),-0.1,-0.02,42.9
COC(=O)NNC(=O)COc1ccc(Cl)cc1,-0.41,-0.98,i
CCc1ccccc1S(=O)(=O)Cc1ccc(C(=O)N2CCN(c3ccccn3)CC2)o1,0.17,0.22,.
O=C(CN1C(=O)c2ccccc2S1(=O)=O)NCCC1=CCCCC1,-0.82,-0.69,-9.1
O=C(Nc1cccc(-n2cnnn2)c1)c1ccco1,0.84,0.05,.
COc1ccc(CCNc2nnc(Sc3nnnn3-c3ccccc3)s2)cc1OC,-0.62,-0.97,.
Cc1ccc(CS(=O)(=O)Cc2ccc(C(=O)NCc3cccnc3)o2)cc1,0.29,-0.17,-15.4
O=c1c2cnn(-c3ccccc3Cl)c2ncn1Cc1cccnc1,0.55,0.35,0.0
C=CCN1C(=O)C2C(C(=O)NC)C3C=CC2(O3)C1C(=O)NCc1ccc(OC)cc1 (stereo not given),1.71,2.49,3.2
Cc1ccc(CNC(=O)COc2ccc(S(=O)(=O)NC(C)C)cc2)cc1,-0.21,1.15,-23.1
Cc1cccc(C)c1Nc1nnc(SCC(=O)c2ccc3c(c2)NC(=O)CO3)s1,0.69,0.79,.
CCCCN1C(=O)NC2NC(=O)NC21 (stereo not given),0.29,0.12,62.5
Cc1ccc(-n2cnc3scc(-c4cccs4)c3c2=O)cc1,-1.67,-0.63,-12.5
O=C(CC1Sc2ccccc2NC1=O)Nc1cccc(-c2nnc3n2CCCCC3)c1 (stereo not given),0.2[6.8 µM],0.19,44.4
CCOc1ccc(NC(=O)C(c2ccccn2)N(C(=O)CCl)c2ccc(OCC)cc2)cc1 (stereo not given),-0.32,-0.89,40.0
CCOC(=O)c1cnc(SC)nc1Sc1ccc(Cl)cc1Cl,-0.34,-1.41,6.5
O=C(N/N=C\c1cc(Cl)ccc1O)c1ccc(S(=O)(=O)N2CCCCC2)cc1,0.27,0.24,44.1
Cc1cccc(C(=O)c2c(N)sc3c2CCC(C)C3)c1 (stereo not given),-0.12,-0.79,.
Cc1cc(=O)[nH]c(SCc2cccc(F)c2)n1,-0.52,0.06,-10.0
CCOc1ccc2nc(SCC(=O)N3CCCCCC3)c(C#N)cc2c1,-2.05,-0.38,-29.7
CCOC(=O)C(NC(=O)CC)(Nc1nc2c(s1)CCCC2)C(F)(F)F (stereo not given),-0.36,-1.09,0.0
Cc1cccc(C)c1NC(=O)COc1ccccc1C(=O)Nc1ccc(Br)cn1,-0.57,0.33,53.9
COc1ccc2c(Cl)c(C(=O)NCCCn3ccnc3)sc2c1,0.12,-0.64,-484.6
S=C(c1ccc(-c2ccc(Cl)c(Cl)c2)o1)N1CCOCC1,-2.54,-1.62,.
Cc1cc(C)n2cc(COc3ccccc3)nc2n1,0.61,-0.98,25.0
COc1ccccc1N1CCN(C(=O)c2oc3cc(C)cc(C)c3c2C)CC1,-0.55,-0.2,60.0
COc1ccc(S(=O)(=O)N2CCC(C(=O)Nc3cccc(Cl)c3)CC2)cc1OC,1,0.56,-66.7
COc1cccc(NC(=O)c2cccs2)c1,1.44,1.38,25.0
CCN(CC)c1nc(SCC(=O)O)nc(N(CC)CC)n1,0.41,0.41,3.7
Cc1c(O)c(S(=O)c2ccccc2)c(=O)n(-c2ccccc2)c1-c1ccccc1 (stereo not given),-0.59,-0.83,-15.4
CCCS(=O)(=O)N1CCC(C(=O)NCCCN(C)Cc2ccccc2)CC1,0.37,0.24,.
Cc1c(NC(=O)c2cccs2)cccc1-c1nc2ccccc2s1,-1.26,-0.7,-17.6
CC(=O)Nc1ccc(S(=O)(=O)N2CCC(c3nc4ccc(C)cc4[nH]3)CC2)cc1,-0.73,-1.22,-10.7
CN1CN(C)c2cccc3cccc1c23,1.12,0.76,0.0
N#CCCn1cc(/C=N/O)c(-c2ccc(-c3ccccc3)cc2)n1,-2.29,-2.13,.
CCn1c(SCC(=O)Nc2ccc(Cl)cc2)nnc1C1CC1,1.6,1.13,-26.8
CN(C(=O)CN1C(=O)c2ccccc2S1(=O)=O)c1ccccc1C(=O)O,0.25,-0.34,15.0
Cn1c(=O)c2c(SCC(=O)N3CCOCC3)nc(C3CC3)nc2n(C)c1=O,0.23,-0.48,.
COc1ccc(C)cc1NC(=S)N1CCN(c2ccccn2)CC1,1.86,1.84,.

Arranged by the number under sdo1 growth Rescue 24 h (rising): 6 of the compounds above.
SMILES,sdo1 growth,sdo1 growth Rescue 24 h,Insulin prom inh
S=C(c1ccc(-c2ccc(Cl)c(Cl)c2)o1)N1CCOCC1,-2.54,-1.62,.
Cc1cc(=O)[nH]c(SCc2cccc(F)c2)n1,-0.52,0.06,-10.0
O=C(N/N=C\c1cc(Cl)ccc1O)c1ccc(S(=O)(=O)N2CCCCC2)cc1,0.27,0.24,44.1
CCn1c(SCC(=O)Nc2ccc(Cl)cc2)nnc1C1CC1,1.6,1.13,-26.8
Cc1ccc(CNC(=O)COc2ccc(S(=O)(=O)NC(C)C)cc2)cc1,-0.21,1.15,-23.1
COc1ccc(C)cc1NC(=S)N1CCN(c2ccccn2)CC1,1.86,1.84,.

Next part.
SMILES,sdo1 growth,sdo1 growth Rescue 24 h,Insulin prom inh
N#Cc1cc(-c2ccccc2)oc1NC(=O)c1ccccc1,-0.23,-0.16,35.7
Cc1cc(C)c(C)c(S(=O)(=O)N2CCN(C)CC2)c1C,.,.,-16.7
COc1cccc(NC(=O)Cc2ccccc2)c1,0.5,0.05,72.7*
O=C(NS(=O)(=O)Oc1ccc(Cl)cc1)OC[C@@H]1CCCN2CCCC[C@H]12,0.04,-0.68,23.3
COCCCNC(=O)c1ccc(C(=O)NCCCOC)cc1,-1.07,-1.47,-45.5
Cc1ccc(-n2ncc3c(=O)n(-c4ccc(C)c(C)c4)c(-c4ccco4)nc32)cc1,-1.52,-0.8,13.3
Cc1ccc(CN2CC(C(=O)Nc3nnc(SCc4c(Cl)cccc4Cl)s3)CC2=O)cc1 (stereo not given),0.62,1.59,.
COc1ccc(C2N3CC4(C)CN2CC(C)(C3)C4O)cc1OC (stereo not given),0.09,-0.03,48.4
CC(C)C(=O)Nc1ccc(C(=O)NNC(=S)NC(=O)c2cccs2)cc1,0.58,0.03,-13.3
Cc1cc(C)c(NC(=O)CN2C(=O)NC3(CCCCC3)C2=O)c(C)c1,0.02,-0.48,6.5
Cc1ncc([N+](=O)[O-])n1Cc1ccccc1,-0.77,-0.45,0.0
CCOC(=O)C(Sc1nnc2c3ccccc3n(CC)c2n1)C(=O)OCC,-0.87,0.28,-17.2
COc1ccccc1-c1cc(C(=O)NCc2ccco2)no1,-1.39,-1.27,.
COC(=O)Cc1cc(=O)n2[nH]c(C)nc2n1,0.2,-0.18,40.6

Among those listed so far, 2 contain a CF3 group:
SMILES,sdo1 growth,sdo1 growth Rescue 24 h,Insulin prom inh
COc1cccc(-c2cc(C(F)(F)F)nc(N3CCCCC3)n2)c1,0.41,0.08,.
CCOC(=O)C(NC(=O)CC)(Nc1nc2c(s1)CCCC2)C(F)(F)F (stereo not given),-0.36,-1.09,0.0

Single entries from the list:
N#Cc1cc(-c2ccccc2)oc1NC(=O)c1ccccc1 – sdo1 growth: -0.23
CCOC(=O)C(Sc1nnc2c3ccccc3n(CC)c2n1)C(=O)OCC – Insulin prom inh: -17.2

Compound activity: PubChem BioAssay, several laboratories
